# AmpC detergent: AmpC beta-lactamase inhibition with detergent present; AmpC hydrolysis of nitrocefin, absorbance 480 nm, 0.01% Triton; hit rate 0.041% among 370,000; Potency, µM (titrated, usually from 114 µM), inactives show top-dose activity change, negative = inhibition, hits mostly inhibitors; P00811;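 also: potency is read from the fitted curve at half-maximal effect; 0% = no-compound wells and -100% = no-enzyme wells; nearly all actives have a fitted effect of over 25% in size; some results filed as inactive show a strong effect at the top dose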
# Target sequence (P00811 whole entry, looked up): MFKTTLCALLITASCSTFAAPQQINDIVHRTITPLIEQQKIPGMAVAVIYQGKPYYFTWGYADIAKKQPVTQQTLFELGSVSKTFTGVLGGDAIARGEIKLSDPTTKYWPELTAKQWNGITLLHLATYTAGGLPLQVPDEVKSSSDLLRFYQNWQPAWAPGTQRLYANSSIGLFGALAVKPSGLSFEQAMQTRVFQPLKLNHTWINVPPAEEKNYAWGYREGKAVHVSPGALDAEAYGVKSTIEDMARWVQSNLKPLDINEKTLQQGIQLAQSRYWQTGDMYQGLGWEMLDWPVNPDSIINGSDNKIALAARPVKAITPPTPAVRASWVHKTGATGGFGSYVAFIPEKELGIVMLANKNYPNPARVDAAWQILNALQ
#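 AmpC (5.3 nM in the dispensed reagent) in 20 mM phosphate pH 7.0 with 0.01% (detergent screen) or 0.0001% Triton X-100 was preincubated with compounds for 15 min at room temperature. Nitrocefin was then added from an 800 uM solution, and hydrolysis was followed at 480 nm.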
# FBPA Giardia inh: Giardia lamblia aldolase inhibition; purified Giardia FBPA; Potency, µM (titrated, usually from 59.6 µM), for the others: top-dose activity, negative = inhibition, most hits filed as inhibitors; hit rate 0.71% among 290,000; also: potency is read from the fitted curve at half-maximal effect; nearly all actives have a fitted effect of over 55% in size
# Target sequence (A8B2U2 whole entry, looked up): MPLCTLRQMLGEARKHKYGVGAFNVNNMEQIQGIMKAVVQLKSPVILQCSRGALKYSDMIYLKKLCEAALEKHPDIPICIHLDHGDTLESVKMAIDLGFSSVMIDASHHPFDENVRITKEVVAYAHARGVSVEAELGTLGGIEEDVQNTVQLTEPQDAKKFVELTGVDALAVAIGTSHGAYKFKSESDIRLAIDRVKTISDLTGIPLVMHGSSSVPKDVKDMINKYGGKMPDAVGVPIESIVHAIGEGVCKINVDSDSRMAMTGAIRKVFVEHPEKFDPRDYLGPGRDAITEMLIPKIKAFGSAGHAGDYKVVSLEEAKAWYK
#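 Giardia FBPA (40 nM reagent) was preincubated 10 min at RT with compound (up to 57.5 uM final), then substrate plus GAPDH/TPI/NAD/arsenate coupling system with diaphorase/resazurin was added; resorufin fluorescence (525/598 nm) was read after 20 min.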
# HCMV inh: human cytomegalovirus inhibition | activity change, negative = inhibition, % at 57.5 µM | hit rate 4.5% among 410,000 | HFF cells, HCMV-luciferase reporter, 72 h; active compounds read low; in the data active = activity change below about -60%; inconclusive = no clear call, values can overlap the other calls; inactive = above about -39%
#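 Human foreskin fibroblasts infected with luciferase-reporter HCMV at MOI 1 PFU/cell, compounds at two doses. Luciferase measured 72 h post infection; normalized to buffer-only basal and Salinomycin (10uM) controls.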
# AMA1 RON2 block: disrupts binding of P. falciparum AMA1 to RON2 | AlphaScreen AMA1-biotinylated RON2 peptide binding | hit rate 0.2% among 360,000 | Potency, µM (highest dose often 58.2 µM), inactives show at the top dose activity change, negative = inhibition, most hits filed as inhibitors | AID 720542;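 also: potency is read from the fitted curve at half-maximal effect; 0% = vehicle wells and -100% = peptide control; nearly all actives have a fitted effect of over 45% in size; some results filed as inactive show a strong effect at the top dose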
#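 AMA1 (3D7) with his tag at 25 nM final met compounds first, then biotinylated RON2 peptide at 25 nM; detection used donor plus acceptor beads, 10 µg/mL apiece, read by AlphaScreen after 30 min at room temperature.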
# Sm TGR block: blocks Schistosoma mansoni thioredoxin glutathione reductase | purified TGR, DTNB reduction, TNB absorbance 405 nm | hit rate 3% among 360,000 | Potency, µM (highest dose often 114 µM), for the others: top-dose activity change, negative = inhibition, hits mostly inhibitors | Q962Y6; also: potency is read from the fitted curve at half-maximal effect; nearly all actives have a fitted effect of over 60% in size
#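 First, TGR (20 nM dispensed) and NADPH were mixed with compound. Second, a 15 min room-temperature incubation followed. Third, further NADPH and then DTNB were added to start the reaction. Finally, TNB absorbance was monitored kinetically.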
# HCV inhibitor: blocks hepatitis C virus; Huh7.5.1 HCVcc-Cre infection, luciferase reporter, 44 h; Potency, µM (titrated, usually from 41.8 µM), without a hit: at the top dose activity change, negative = inhibition, hits mostly inhibitors; hit rate 3.4% among 340,000; AID 651820; also: potency is read from the fitted curve at half-maximal effect
#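 Seed cells (1,000/well) for 4 h; treat with compound and infect with HCVcc-Cre, moi about 0.5. Incubate 44 h, then detect luciferase activity.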
# An asterisk follows results filed as active; ? = inconclusive; · = not tested or not shown; & = joins results of further samples; [ ] = dose if it differs, or a comment. Unless noted, calls follow the shape of the dose curve; as a rule, active = well fitted curve in the direction sought with a large enough effect; inconclusive = small, poorly fitted or top-dose-only effect, or another doubt; inactive = no such curve, though single readings can be large; an effect the other way counts as inactive or inconclusive. Unless noted, % is scaled to controls: 0 for no effect and ±100 for the full control effect.
# Sample of the layout, five compounds:
smiles,AmpC detergent,FBPA Giardia inh,HCMV inh,AMA1 RON2 block,Sm TGR block,HCV inhibitor
CC(=O)C1(O)CCC2C3CCC4CC(O)CCC4(C)C3C(=O)CC21C (configuration not stated),·,·,6,-7%,·,-5%
Cc1ccc(NC(=O)c2cccnc2)cc1S(=O)(=O)N(C)C,?,3%,28,-2%,-9%,15%
O=C(NNC(=S)Nc1ccc(Br)cc1Cl)c1ccncc1,-7%,20%,39,60%[activator],-21%,-3%
CCCCNC(=O)NNC(=O)COc1cccc(C)c1C,-7%,-5%,-7,63%[activator],-1%,28%
CCOC(=O)CCNC(=O)N1CCCC(C(=O)c2ccc3c(c2)OCO3)C1 (configuration not stated),1%,6%,-24,2%,12%,-4%

# The list itself (from the top)
smiles,AmpC detergent,FBPA Giardia inh,HCMV inh,AMA1 RON2 block,Sm TGR block,HCV inhibitor
CC(=O)C1(O)CCC2C3CCC4CC(O)CCC4(C)C3C(=O)CC21C (configuration not stated),·,·,6,-7%,·,-5%
Cc1ccc(NC(=O)c2cccnc2)cc1S(=O)(=O)N(C)C,?,3%,28,-2%,-9%,15%
O=C(NNC(=S)Nc1ccc(Br)cc1Cl)c1ccncc1,-7%,20%,39,60%[activator],-21%,-3%
CCCCNC(=O)NNC(=O)COc1cccc(C)c1C,-7%,-5%,-7,63%[activator],-1%,28%
CCOC(=O)CCNC(=O)N1CCCC(C(=O)c2ccc3c(c2)OCO3)C1 (configuration not stated),1%,6%,-24,2%,12%,-4%
Cc1ccccc1NC(=S)N(Cc1ccccc1)Cc1cccs1,-3%,0%,6,6%,12%,8%
CCOC(=O)C(CC(=O)O)N1CCCCC1 (configuration not stated),-8%,-2%,14,5%,1%,14%
Cn1nc(C(=O)Nc2ccc(S(=O)(=O)N3CCCCC3)cc2)c2ccccc2c1=O,?,6%,13,-7%,6%,-10%
COc1ccc(CCNC(=O)c2ccccc2N(C)S(=O)(=O)c2ccccc2)cc1,-7%,15%,11,-10%,-8%,11%
COC(=O)C1N[C@@H]([C@@H](NC(=O)COc2ccccc2)C(=O)NCc2ccccc2)SC1(C)C (some centres not stated),·,·,-22,2%,·,-9%
COc1ccc(OC)c(-c2csc(N(CC3CCCO3)C(=O)C3CCCCC3)n2)c1 (configuration not stated),5%,-9%,-72*,-4%,18%,?
Cc1cc(C(=O)COC(=O)c2ccc3c(c2)OCO3)c(C)n1Cc1cccs1,?,3%,-19,-24%,?,-8%
CC[C@]12c3[nH]c4cc(-c5ccco5)ccc4c3CCN1C(=O)[C@@H](CC(=O)NC(C)(C)C)C[C@@H]2C(=O)N1CCN(C(=O)c2ccco2)CC1,·,·,-7,-20%,·,-12%[8.37 µM]
O=C(NCc1ccccn1)C1C2C=CC(C2)C1C(=O)Nc1ccc(F)cc1 (configuration not stated),5%,3%,13,13%,6%,11%
O=C1CC(NS(=O)(=O)c2ccc(F)cc2)CN1c1ccc2c(c1)OCCO2 (configuration not stated),?,·,2,5%,-1%,7%[8.37 µM]
Oc1cccc(Nc2nc(-c3ccccc3Cl)nc3ccccc23)c1,-4%,6%,?,-5%,3%,-19%
Cn1cc(S(=O)(=O)Nc2ccc(F)cc2F)c(=O)n(C)c1=O,?,2%,-3,6%,6%,-1%
CC(C)c1ccc(C(=O)NNC(=O)C2CC=CCC2C(=O)O)cc1 (configuration not stated),-11%,-1%,38,0%,-2%,18%
Cc1ccccc1NC(=O)NNC(=O)c1ccc2ccccc2c1O,-5%,2%,-16,48%[activator],-25%,3%
COc1c(O)cccc1/C=N/NC(=O)Cn1ccnc1C,2%,15%,-17,49%[activator],-1%,0%

# Next section:
smiles,AmpC detergent,FBPA Giardia inh,HCMV inh,AMA1 RON2 block,Sm TGR block,HCV inhibitor
N/C(=N\OC(=O)c1ccc2c(c1)OCO2)c1cccc([N+](=O)[O-])c1,9%,1%,?,0%,·,-9%
C[C@@H](NC(=O)c1nc[nH]c1C(=O)N1CCc2ccccc2C1)c1ccccc1,5%,·,-4,87%[activator],-5%,-1%
COc1ccccc1C(=O)NC(=O)CSc1nncn1C(C)C,-21%,·,-21,12%,-3%,-3%
CC(C)CNC(=O)c1ccc(C2SCC(=O)N2Cc2ccccc2)cc1 (configuration not stated),-5%,0%,-6,22%,11%,?
CC(CCc1ccccc1)NC(=O)c1ccccc1F (configuration not stated),3%,-3%,-30,28%,1%,10%
Cc1c(C(=O)NCc2ccccc2)oc2ccc(S(=O)(=O)N3CCC4(CC3)OCCO4)cc12,5%,4%,-16,-1%,1%,?
CCOC(=O)c1ccc2c(c1)C1C=CCC1C(C(=O)O)N2 (configuration not stated),?,?,·,·,7.9µM*,·
COc1ccc(C)cc1NC(=O)N1CCN(c2nnc(C)c3c(C)n(-c4ccccc4)nc23)CC1,9%,·,-9,·,1%,·
COc1ccc2c(c1[N+](=O)[O-])CCC/C2=N/OC(=O)c1ccccc1SC,0%,-13%,-30,3%,6%,-11%
CCOC(=O)CSc1cc(-c2ccccc2)nc2ncnn12,4%,2%,81,-27%,?,7%
Cc1cc2nc(/C(C#N)=C/c3ccncc3)[nH]c2cc1C,-11%,-12%,?,113%[activator],-9%,?
Cc1cccc(CCN(C(=O)Cc2cccs2)C(C(=O)NC2CCCCC2)c2cccnc2)c1 (configuration not stated),-2%,0%,-18,38%[activator],58%[activator],?
O=C(c1ccco1)N1CCN(C(=O)c2ccc(-c3cccc(C(F)(F)F)c3)o2)CC1,-16%,·,-23,6%,-26%,-19%
Cc1cc(C)n(-c2ccc(C(=O)Nc3ccc(C)c(S(=O)(=O)N4CCOCC4)c3)cc2)n1,1%,-2%,-83*,-2%,1%,?
Cn1c(C(=O)N2CCN(c3ccccn3)CC2)cc2ccccc21,-5%,2%,79,-10%,1%,-16%
O=C(CCn1nnc2ccccc2c1=O)N[C@@H](Cc1c[nH]c2ccccc12)C(=O)O,0%,10%,6,-19%,0%,3%
C/C=C(/C)C(=O)O[C@H]1[C@@H](O)c2c(ccc3ccc(=O)oc23)OC1(C)C,?,-4%,?,-5%,-5%,-14%
COc1ccc(S(=O)(=O)N2CCCCCC2)cc1C(=O)NCCc1ccc(F)cc1,1%,·,0,-7%,-17%,-15%
COC(=O)c1cc(=O)n(Cc2ccco2)c(=Nc2ccc(F)c(Cl)c2)s1,-12%,0%,-29,?,?,?
O=C(Oc1ccc(Cl)c2cccnc12)N1CCCCC1,-12%,0%,89,1%,?,-5%

# (next part)
smiles,AmpC detergent,FBPA Giardia inh,HCMV inh,AMA1 RON2 block,Sm TGR block,HCV inhibitor
CCN1C(=O)CSC1=NC1C2CC3CC(C2)CC1C3 (configuration not stated),1%,6%,-21,13%,1%,-2%
CC(C)COCC1CC2(CC(C)(c3csc(N)n3)OC2=O)C(=O)O1 (configuration not stated),-13%,5%,5,-13%,?,10%
Cc1ccc(Cc2nc(-c3ccccn3)no2)cc1,1%,4%,38,-16%,9%,1%
Cc1ccc(NC(=O)C2CSC3(C)CCC(=O)N23)cc1S(=O)(=O)N1CCCCCC1 (configuration not stated),-17%,·,17,0%,-3%,?
COc1cccc(/C=N/NC(=O)c2cnccn2)c1O,6%,17%,17,57%[activator],-2%,-8%
O=Cc1ccc(Sc2ncccn2)o1,0%,-1%,17,11%,-2%,7%
Cc1cccc(Nc2nc(N3CCN(C)CC3)nc(N)c2[N+](=O)[O-])c1,2%,17%,37,-1%,9%,?
COc1ccc(N2C(=O)[C@@H]3[C@H](C2=O)[C@H]2c4ccccc4C=CN2[C@@H]3C(=O)Nc2ccccc2)cc1,?,?,95,18%,0%,-17%
Cc1noc(C)c1C(=O)NCc1ccccc1F,?,7%,-69*,-9%,10%,4%
Cc1ccc(N(CC(=O)Nc2cccc(Cl)c2C)S(C)(=O)=O)cc1,6%,12%,11,7%,1%,-5%
C/C(Cc1ccccc1)=N\NC(=O)CNC(=O)c1ccc(Cl)cc1Cl,?,2%,7,49%[activator],45%,19%
COc1ccc(OC)c(N(CC(=O)NN=C2CCN(C)CC2)S(=O)(=O)c2ccccc2)c1,-2%,0%,7,2%,0%,1%
COc1ccc(Cc2nc3ccc(C(=O)NCCc4cccc(C)n4)cc3o2)cc1,1%,·,?,0%,-17%,-19%
COc1ccc(CCN2CC34C=CC(O3)C(C(=O)NCc3ccccc3)C4C2=O)cc1OC (configuration not stated),-2%,-1%,22,-13%,10%,15%
Cc1ccc(S(=O)(=O)/C(C#N)=C/c2c(N3CCC(C(N)=O)CC3)nc3c(C)cccn3c2=O)cc1,-4%,0%,4,-8%,-27%,11%
COc1ccc(-c2cc3ccc(O)cc3oc2=O)cc1OC,-2%,14%,0,1%,-5%,5%
N/C(=N\O)c1ccc(Oc2ccccc2Cl)c([N+](=O)[O-])c1,4%,6%,3,22%,9%,6%
CCn1c2ccccc2c2cc(CN3CCN(Cc4ccccc4Cl)CC3)ccc21,13%,·,43,·,11%,·
O=C(CSc1nnc(-c2ccccc2)o1)N1CCCc2ccccc21,9%,·,-4,·,-3%,·
CN(C)c1ccc(NC(=O)Cn2cc(S(=O)(=O)Cc3cccc(Cl)c3)c3ccccc32)cc1,-2%,·,0,·,-9%,·

# Later entries.
smiles,AmpC detergent,FBPA Giardia inh,HCMV inh,AMA1 RON2 block,Sm TGR block,HCV inhibitor
NC(=S)NN=C1CCCCCCCCC1,·,·,-35,17%,·,-22%
COCCNC(=O)C(OC(=O)c1cccs1)c1ccc(F)cc1 (configuration not stated),-7%,3%,20,-7%,-14%,10%
O=C(NCCCN1CCC(Cc2ccccc2)CC1)C1CC(=O)N(C2CCCC2)C1 (configuration not stated),-15%,0%,-15,0%,-10%,?
Cc1cc(Cl)c(S(=O)(=O)Nc2ccccn2)cc1OCC(N)=O,3%,4%,10,-9%,8%,12%
O=C1N/C(=C/c2ccc(Br)s2)C(=O)N1c1ccccc1,-2%,-2%,-62*,9%,·,-2%
Cc1ccc(S(=O)(=O)N2CCCCC2)cc1C(=O)N1CCN(CCO)CC1,-17%,·,2,-5%,-7%,-5%
CCOC(=O)C1CCN(C(=O)Cn2nc(C)n3c(cc4cc(F)ccc43)c2=O)CC1,-12%&5%,-8%,0&7,3%,-4%&12%,1%
O=C(NCCc1nc2ccccc2n1Cc1c(F)cccc1Cl)c1ccco1,-4%,·,-21,·,-4%,·
CCOC(=O)C1(Cc2cccc(OC)c2)CCN(C(C)CC(C)(C)O)CC1 (configuration not stated),-3%,-21%,14,10%,-13%,-11%
COc1ccc(CNc2ncnc3c2cnn3-c2ccc(Cl)cc2)cc1,-5%,·,10,·,-10%,·
O=c1[nH][nH]c(=O)n1-c1ccccc1,-3%,-23%,-16,1%,4%,-2%
O=C(CN1C(=O)NC2(CCc3ccccc32)C1=O)NCc1ccccc1Cl (configuration not stated),5%,·,-26,-2%,-1%,-3%
O=C(O)CNC(=O)C(c1ccccc1)c1ccccc1,-5%,6%,-17,-16%,8%,18%
CN(c1ccc(C(=O)O)cc1)S(=O)(=O)c1ccccc1,1%,26%,17,2%,1%,-4%

# Not a hit list. About 9.3% of those tested had a hit in this group.
